# Compound activity as filed in PubChem BioAssay.
# RXFP1 antag: qHTS Assay for Antagonists of the Relaxin Receptor RXFP1. AID 1259400, 2018. HEK293-RXFP1, relaxin-stimulated cAMP HTRF, 30 min; active compounds read low. activity change, negative = inhibition, % at 57.5 µM. 350,000 tested, 0.59% active;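 active means activity change of -60% or lower, but not beyond a set lower limit; inconclusive means change between -60% and -40%, or beyond the set limit; inactive means change above -40%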
# Target sequence (Q9HBX9 whole entry, looked up): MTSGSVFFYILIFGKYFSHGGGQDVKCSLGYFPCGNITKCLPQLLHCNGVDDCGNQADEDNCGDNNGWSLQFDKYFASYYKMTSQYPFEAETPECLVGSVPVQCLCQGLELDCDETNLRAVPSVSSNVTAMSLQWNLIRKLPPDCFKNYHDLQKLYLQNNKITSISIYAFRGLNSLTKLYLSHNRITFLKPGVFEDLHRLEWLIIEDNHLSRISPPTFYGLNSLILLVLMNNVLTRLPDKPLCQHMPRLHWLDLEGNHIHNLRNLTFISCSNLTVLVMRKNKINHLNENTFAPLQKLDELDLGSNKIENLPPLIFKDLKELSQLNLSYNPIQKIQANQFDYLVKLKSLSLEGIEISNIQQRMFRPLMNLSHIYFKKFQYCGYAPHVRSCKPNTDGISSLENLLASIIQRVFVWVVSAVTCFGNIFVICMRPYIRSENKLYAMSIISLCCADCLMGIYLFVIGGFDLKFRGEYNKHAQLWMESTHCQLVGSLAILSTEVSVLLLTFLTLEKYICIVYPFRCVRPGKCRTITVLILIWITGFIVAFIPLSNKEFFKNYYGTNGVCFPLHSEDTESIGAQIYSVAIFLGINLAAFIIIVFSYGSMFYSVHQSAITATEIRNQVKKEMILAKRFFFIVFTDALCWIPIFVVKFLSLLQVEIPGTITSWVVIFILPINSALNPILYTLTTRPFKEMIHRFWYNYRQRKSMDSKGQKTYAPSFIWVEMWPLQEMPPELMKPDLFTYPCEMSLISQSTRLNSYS
# * hit, by the source's call; ? = inconclusive. On the % scale 0 is the no-effect control and ±100 the full control effect.
entry	compound	RXFP1 antag
1	O=C(CSc1nnnn1-c1ccc(Cl)cc1)NC1CCS(=O)(=O)C1 (configuration not stated)	-7
2	NC1=NC(=O)C(=Cc2ccccc2)S1	-3
3	O=C(O)CCCCCCCCCCC1CCC(O)C1O (configuration not stated)	-13
4	CN(Cc1ccccc1)C(=O)COc1ccc2ccccc2c1	2
5	CN(C)c1ncnc2c1C(c1ccccc1)C(C)(C)O2 (configuration not stated)	-9
6	Cc1cc(C)n2nc(SC(C)C(=O)N(C)C3CCCCC3)nc2n1 (configuration not stated)	8
7	Nc1nnnn1/N=C/c1ccccc1O	3
8	CCCCN(Cc1ccc(C(=O)N[C@H](C(=O)O)C(C)C)cc1)C(=O)C(c1ccccc1)c1ccccc1	-2
9	Cc1ccc(-c2nc(NCCCN(C)C)c3ccccc3n2)cc1	1
10	COc1ccc([C@H]2C[C@H](n3cc(COC(=O)c4ccccc4)nn3)[C@@H](O)CN2C(=O)C2CCCCC2)cc1	-1
11	CC(C)OC(=O)N(C)C[C@H]1OCc2cn(nn2)CCCC(=O)N([C@H](C)CO)C[C@@H]1C	3
12	CCCNC(=O)C1CC(=O)N(c2ccc(OCc3ccccc3)cc2)C1 (configuration not stated)	-2
13	COc1ccc(S(=O)(=O)NC(C)c2ccc3c(c2)OCCO3)cc1 (configuration not stated)	5
14	Cc1cccc(N2CCN(C(=O)c3cc4c(=O)[nH]c5ccccc5c4n3C)CC2)c1C	1
15	O=C(O)CC1(CC(=O)Nc2nccs2)CCCCC1	-3
16	O=C(COC(=O)Cc1ccc(Cl)cc1Cl)NCc1ccccc1	4
17	COc1cccc(C(CCc2cc(OC)c(OC)c(OC)c2)NC(C)=O)c1 (configuration not stated)	-3
18	O=c1[nH]c(=S)[nH]c2nccnc12	8
19	Cc1ccc(NC(=O)NC(=O)COc2c(F)c(F)cc(F)c2F)c(C)c1	-6
20	Cc1cn(C2CC(O)C(CO)O2)c(=O)n(Cc2ccccc2)c1=O (configuration not stated)	0

# 5 entries already listed, arranged by number of heavy atoms, falling.
entry	compound	RXFP1 antag
8	CCCCN(Cc1ccc(C(=O)N[C@H](C(=O)O)C(C)C)cc1)C(=O)C(c1ccccc1)c1ccccc1	-2
17	COc1cccc(C(CCc2cc(OC)c(OC)c(OC)c2)NC(C)=O)c1 (configuration not stated)	-3
16	O=C(COC(=O)Cc1ccc(Cl)cc1Cl)NCc1ccccc1	4
15	O=C(O)CC1(CC(=O)Nc2nccs2)CCCCC1	-3
2	NC1=NC(=O)C(=Cc2ccccc2)S1	-3

# Going on with the list:
entry	compound	RXFP1 antag
21	COc1ccc(/C=C2\SC(=O)N(CCCC(=O)Nc3cc(Cl)ccc3C(=O)O)C2=O)cc1	-24
22	Cc1oc(-c2ccccc2)nc1C(=O)OCC(=O)NCc1ccc(F)cc1	-3
23	COc1ccc(C2C3=C(CC(C)(C)CC3=O)Oc3ncn4nc(-c5ccccc5)nc4c32)cc1 (configuration not stated)	1
24	CN(C)C(CNC(=O)c1cc(S(=O)(=O)N2CCOCC2)ccc1Cl)c1cccs1 (configuration not stated)	3
25	CN1CCC(N(C)C(=O)c2cc(-c3ccc(F)cc3)nc3ccccc23)CC1	-26
26	O=C(COC(=O)c1ccc(O)cc1O)c1ccc2c(c1)OCCO2	-1
27	C=CCN(CC=C)C(=O)C1c2ccccc2Oc2ccccc21	-19
28	Cc1cc2ccccc2cc1C(=O)c1ccccc1	?
29	O=C1NC(=O)C2(CCCCCCC2)N1	-7
30	COc1ccc(-c2cc3nc(C)cc(N4CCN(C(=O)c5cccnc5)CC4)n3n2)cc1	3
31	CN1CC(=O)N(CC(=O)Nc2ccc(OCc3ccccc3)cc2)C1=O	-33
32	O=C(COC(=O)c1c(Cl)cccc1Cl)NCC1CCCO1 (configuration not stated)	-5
33	COc1cccc(C=Nc2cc(C(C)C)c(O)cc2C)c1O	-9
34	CSc1ncccc1C(=O)Nc1cccc(S(=O)(=O)N2CCCCCC2)c1	-3
35	Cc1onc(-c2ccccc2Cl)c1C(=O)OCC(=O)N1CCCCC1	2
36	C[C@H]1CN([C@@H](C)CO)S(=O)(=O)c2ccc(C#CC3(O)CCCC3)cc2O[C@@H]1CN(C)C(=O)Cc1cccnc1	19
37	Cc1ccc(OCCC(=O)NNC(=O)c2ccc(Br)cc2)cc1	-18
38	Oc1ccc(Nc2ccc3ccccc3c2)cc1	3
39	Cc1cc(Nc2ccc(F)cc2)c2ccccc2n1	-5
40	CCOC(=O)Nc1ccc2c(COC(=O)CN(C)S(=O)(=O)c3ccc(C)cc3)cc(=O)oc2c1	-12
41	Cc1nc(SCC(=O)N2CCNC2=O)c(C#N)c(C)c1C	11
42	COc1ccc(S(=O)(=O)N2CCOCC2)cc1NC(=O)c1ccc(S(=O)(=O)N(C)c2ccccc2OC)cc1	-12
43	CCOc1cc2c(cc1OCC)C(c1ccc(F)cc1)NCC2 (configuration not stated)	-5
44	C[C@@H]1CN([C@@H](C)CO)C(=O)CCCn2nncc2CO[C@@H]1CN(C)C(=O)c1ccc(N2CCN(C)CC2)cc1	6
45	Cc1nn(CC(=O)NC2CCS(=O)(=O)C2)c(C)c1[N+](=O)[O-] (configuration not stated)	-7
46	COc1cccc(CN2CCN(C(=O)c3ccco3)CC2)c1OC	3
47	CC(=O)N1CCc2cc(S(=O)(=O)C(C)CC(=O)NCc3ccco3)ccc21 (configuration not stated)	1
48	O=C(COC(=O)COc1cc(Cl)c(Cl)cc1Cl)NC1CC1	-6
49	O=C(CSc1nnc(-c2ccc(F)cc2)o1)Nc1ccccc1N1CCOCC1	-3
50	NC(=O)N1CCN(CCCN2c3ccccc3Sc3cc(Cl)ccc32)CC1	-8
51	COc1ccc(CN2CCC[C@]3(N[C@H](c4ccc(C(F)(F)F)cc4)[C@@H]4C(=O)N(C)C(=O)[C@@H]43)C2=O)cc1	-11
52	O=C(CCCn1c(=S)[nH]c2ccsc2c1=O)Nc1ccc(F)cc1	-20
53	O=C1C(=NO)C(c2ccccc2)Oc2ccccc21 (configuration not stated)	-20
54	N#C/C(=C/c1ccc(-c2cccc([N+](=O)[O-])c2)o1)C(=O)Nc1nc(-c2cccs2)cs1	-25
55	CCOC(=O)c1ccccc1NC(=O)CN1CCC(n2nnc3cc(F)ccc32)CC1	2
56	CCOC(=O)C1OC1(c1ccccc1)c1ccccc1 (configuration not stated)	-5
57	O=C(Nc1cccc2c1[nH]c(=O)c1ccccc12)C(F)(F)F	11
58	COc1cc(C(=O)N2CCN(S(=O)(=O)c3cc(C)ccc3C)CC2)ccc1OCC(=O)N1CCOCC1	11
59	COc1ccc(C(=O)NCC(=O)OCCOc2ccc(Cl)cc2)cc1OC	-4
60	CN(CC(=O)Nc1ccc(Cl)cc1)C(=O)CN1C(=O)C2CCCCC2C1=O (configuration not stated)	2

# Molecules from the list above containing a furan ring, fused or not:
entry	compound	RXFP1 antag
46	COc1cccc(CN2CCN(C(=O)c3ccco3)CC2)c1OC	3
47	CC(=O)N1CCc2cc(S(=O)(=O)C(C)CC(=O)NCc3ccco3)ccc21 (configuration not stated)	1
54	N#C/C(=C/c1ccc(-c2cccc([N+](=O)[O-])c2)o1)C(=O)Nc1nc(-c2cccs2)cs1	-25

# (listing goes on)
entry	compound	RXFP1 antag
61	COc1ccc(CCC(=O)Nc2ccc(S(=O)(=O)NC3=NCCCCC3)cc2)cc1	-6
62	COc1ccc(-c2ccccc2)cc1NC(=O)c1ccncc1	-21
63	C[C@H](CO)N1C[C@H](C)[C@@H](CN(C)C(=O)c2ccc3ccn(C)c3c2)OCc2cn(nn2)CCCC1=O	-4
64	COc1cc(CC(=O)N2CCN(S(=O)(=O)c3ccc(C(C)C)cc3)CC2)cc(OC)c1OC	5
65	Cc1ccc(C(=O)C=Cc2cccc(C)c2)cc1	-15
66	O=C(COC(=O)Cc1ccc([N+](=O)[O-])cc1)NCc1ccc2c(c1)OCO2	-15
67	O=C1N=C2N(CCN3CCCCC3)c3ccccc3N2/C1=C\c1ccc([N+](=O)[O-])s1	-2
68	NC(=O)c1ccccc1NC(=O)COC(=O)CSCc1cccc(Cl)c1	-3
69	Cn1c(SCC(=O)Nc2sccc2C(N)=O)nc2ccccc2c1=O	-13
70	Nc1ccn([C@@H]2O[C@H](CNCc3ccc(OCC(=O)Nc4nccs4)cc3)[C@@H](O)[C@H]2O)c(=O)n1	-4
71	CCC1(CC)NC(=O)N(CC(=O)Nc2cccc3ccccc23)C1=O	6
72	COc1ccc(C(=O)NC(C)c2ccc(-n3ccnc3)cc2)c(OC)c1 (configuration not stated)	6
73	Cc1c(C)c2c(c(C)c1OC(=O)CCC(=O)OCCO)CC[C@](C)(CCC[C@H](C)CCC[C@H](C)CCCC(C)C)O2	-19
74	Cc1cc(=O)oc2cc(OCC(=O)N3CCCC3)ccc12	9
75	OCC[C@@H]1C[C@H](O)[C@@H](O)[C@@]2(OCc3cc(Cl)ccc32)O1	2
76	Cc1ccc(N2C(=O)CCC2=O)c(C)c1	4
77	Cc1n[nH]c(=S)n1/N=C/c1ccc(-c2ccc(Cl)cc2)o1	6
78	Cc1c(NC(=O)c2nn(C)c(=O)c3ccccc23)c(=O)n(-c2ccccc2)n1C	-19
79	O=C(c1cccnc1)N1CCC2CC1c1c(Cl)cccc12 (configuration not stated)	-3
80	Nc1ccc(S(=O)(=O)NN=CC=Cc2ccccc2[N+](=O)[O-])cc1	-6
81	O=C(CSc1nc2c(c(=O)n1-c1ccc(F)cc1)SCC2)Nc1ccc2c(c1)OCO2	-1
82	CC(=O)Nc1ccc(S(=O)(=O)N[C@@H](C)C(=O)OCC(=O)c2ccc[nH]2)cc1	-11
83	O=C(Nc1ccc(Nc2ccccc2)cc1)c1ccc(Cl)cc1Cl	-17
84	O=C(COC(=O)c1cc(Cl)nc(Cl)c1)NCCc1ccc(F)cc1	-1
85	COc1ccc(N=C2C(=S)N(c3ccc(OC)cc3)C(=NS(=O)(=O)c3ccccc3)N2c2ccccc2)cc1	-3
86	NC(=O)C1CCN(c2oc(-c3cccs3)nc2S(=O)(=O)c2ccc(Br)cc2)CC1	-7
87	N#CCCN(Cc1cccnc1)CN1C(=O)c2ccccc2C1=O	7
88	O=C(CCNS(=O)(=O)c1ccccc1F)OCc1ccccc1Cl	4
89	C(=Cc1cnnc2ccccc12)c1ccccc1	1
90	C[C@@H]1CN([C@@H](C)CO)C(=O)CCCn2nncc2CO[C@H]1CN(C)C(=O)Nc1ccc(F)cc1	17
91	O=C1C=CC(n2cc(F)c(=O)[nH]c2=O)O1 (configuration not stated)	5
92	CC(C)c1cccc(C(C)C)c1OCCCCCN1CCOCC1	-9
93	COc1ccc(C(=O)OCC(=O)NC2CCCCCCC2)cc1OC	3
94	CCN(CC(=O)Nc1ccccc1OC)C(=O)CC1CCCC1	-5
95	CCOC(=O)c1cc2c(=O)n3ccccc3nc2n(Cc2ccc(Cl)cc2)c1=N	11
96	Cc1ccccc1-c1nc2ccccc2c(=O)n1/N=C/c1ccc([N+](=O)[O-])cc1	2
97	CC(=O)c1ccc(NS(=O)(=O)c2cccc3cccnc23)cc1	11
98	Cc1ccc(C)c(S(=O)(=O)N2CCN(c3ncnc4sccc34)CC2)c1	-13
99	CN[C@H]1C[C@H]2c3[nH]c4ccc(-c5cccc(C)c5)cc4c3CCN2C[C@H]1[C@H](C)O	-4
100	O=C(Nc1cccc(S(=O)(=O)Nc2ccc(SC(F)F)cc2)c1)C1CCC1	?
101	CN(CC(=O)C(C(N)=O)c1ccccc1)c1ccccc1 (configuration not stated)	-1
102	Nc1nc2c(ncn2-c2ccccc2)c(=O)[nH]1	7
103	CCCCCCCCCCCCCCCCN	9
104	COCCn1c(SCC(=O)Nc2cc(C)on2)nc2c([nH]c3ccccc32)c1=O	3
105	CC(Sc1ccccc1F)C(=O)Nc1cccc(S(=O)(=O)N2CCOCC2)c1 (configuration not stated)	4
106	CCCc1cc2c(cc1N(C)S(=O)(=O)c1ccccc1)OCO2	9
107	COc1cc(C=O)ccc1Oc1ccc(S(=O)(=O)N2CCOCC2)cc1[N+](=O)[O-]	-4
108	Cc1ccccc1NC(=O)NCc1cccnc1	7
109	CN(Cc1ccccc1)C(=O)COC(=O)CN1C(=O)c2ccccc2C1=O	3
110	CCOC(=O)c1ccc(NC(=O)c2ncn3c2C(=O)NC[C@H]3C)cc1	10
111	CC(=O)Nc1ccc(NC(=O)c2cc(S(=O)(=O)N3CCCCC3)ccc2N2CCOCC2)cc1	-8
112	COc1cc(NC(=O)CCc2c(C)noc2C)c(C(=O)O)cc1OC	2
113	FC(F)(F)c1cnc(NNC(=S)Nc2ccccc2)c(Cl)c1	0
114	Nc1ccc2[nH]c(=S)[nH]c2c1	-24
115	O=C(c1ccccc1)N(C(=O)c1ccccc1)N1CCCC1	-25
116	Cc1ccc(C(C)C)c(OCC(=O)NNCC(=O)Nc2cccc(F)c2)c1	-3
117	CC1(C)CC(=O)C=C(NCCCN2CCCC2=O)C1	-7
118	CN(Cc1c(F)cccc1Cl)C(=O)c1ccc(NC(=O)CC2SC(N3CCCCC3)=NC2=O)cc1 (configuration not stated)	-22
119	CN(CC(=O)Nc1ccccc1Br)C(=O)CN1CCN(Cc2cccc(Cl)c2)CC1	-4
120	CCOC(=O)c1sc2nc(C)nc(N3CCN(S(=O)(=O)c4ccccc4)CC3)c2c1C	0
121	Cc1ccc(CN2CC(C(=O)Nc3ccc(S(=O)(=O)N4CCCCC4)cc3)CC2=O)cc1 (configuration not stated)	-19
122	O=C(COC(=O)c1ccc(Cl)cc1[N+](=O)[O-])NCc1ccco1	6
123	CCN(CC)C1Oc2cc3c(cc2C(c2cc(OC)c(O)c(OC)c2)C1C)OCO3 (configuration not stated)	-8

# Looked up by compound from the list above:
entry	compound	RXFP1 antag
122	O=C(COC(=O)c1ccc(Cl)cc1[N+](=O)[O-])NCc1ccco1	6
117	CC1(C)CC(=O)C=C(NCCCN2CCCC2=O)C1	-7
118	CN(Cc1c(F)cccc1Cl)C(=O)c1ccc(NC(=O)CC2SC(N3CCCCC3)=NC2=O)cc1 (configuration not stated)	-22
115	O=C(c1ccccc1)N(C(=O)c1ccccc1)N1CCCC1	-25
111	CC(=O)Nc1ccc(NC(=O)c2cc(S(=O)(=O)N3CCCCC3)ccc2N2CCOCC2)cc1	-8

# A portion of the library; count on the stated rates, not on these rows.
